# Vif-A3G inh: Vif-A3G binding inhibition; Q9HC16; HeLa A3G-eYFP + Vif (tagged APOBEC3G with the HIV-1 protein that degrades it), YFP fluorescence, overnight; Potency, µM (doses to about 46.1 µM), for inactives: at the top dose activity, negative = active, usual class: inhibitors; 410,000 compounds, 0.076% hits; AID 602310;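 note: % is set by controls: 0 for no effect and ±100 for the full control effect; nearly all actives have a fitted effect of over 60% in size; hits raise eYFP signal because A3G escapes Vif-driven loss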
#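 HeLa cells stably expressing Vif and C-terminally eYFP-tagged A3G, seeded overnight at 37 deg C, then exposed to compound by pintool overnight at 37 deg C. Rise in yellow fluorescence (Ex 488/Em 500-530, Acumen) marks blocked Vif-driven A3G degradation.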
# Vif-APOBEC3F blk: blocks the Vif interaction with APOBEC3F | HeLa A3F-eYFP + Vif (tagged APOBEC3F with the HIV-1 protein that degrades it), YFP fluorescence increase | Potency, µM (top dose mostly 46.1 µM), without a hit: at the highest dose activity, negative = active | 390,000 compounds, 0.2% hits; note: % of control where 0% means no effect; nearly all actives have a fitted effect of over 65% in size
#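 HeLa cells stably expressing Vif plus C-terminally eYFP-tagged A3F were seeded, incubated overnight at 37 deg C, dosed with compound, incubated overnight again at 37 deg C. Yellow fluorescence (Ex 488/Em 500-530) reported blocked Vif-mediated A3F-eYFP degradation.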
# USP1-UAF1 inh: USP1/UAF1 (human) deubiquitinase inhibition; AID 743255; Potency, µM (titrated, usually from 57.1 µM), inactives show top-dose activity change, negative = inhibition, actives largely listed as inhibitors; 390,000 compounds, 0.23% hits; O94782; recombinant USP1/UAF1, Ub-Rhodamine cleavage fluorescence; note: % is set by controls: 0 for no effect and ±100 for the full control effect; nearly all actives have a fitted effect of over 60% in size; inactives centre near -12
#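 High-throughput fluorogenic screen: 1nM USP1/UAF1 complex, Ub-Rho substrate 150nM final, 50mM HEPES pH 7.8 with 0.5mM EDTA, 0.1 mg/ml BSA, 1mM TCEP and 0.01% Tween-20.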
# TrxR1 substrate: rat thioredoxin reductase 1 substrate activity | O89049 | purified TrxR1 substrate turnover, NADPH consumption readout | 390,000 compounds, 0.01% hits | Potency, µM (doses to about 114 µM), without a hit: at the highest dose activity change, negative = substrate turnover; note: % is set by controls: 0 for no effect and ±100 for the full control effect; nearly all actives have a fitted effect of over 50% in size
#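 Rat TrxR1, dispensed at 90 nM, was prereduced with 400 uM NADPH (final) for 5 min at ~22 deg C, then incubated with compound 15 min before 400 uM selenite. A first-read NADPH fluorescence drop versus no-compound background flagged substrates.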
# RGS4 inh: inhibitors of human regulator of G protein signaling 4 | P49798 | Transcreener GDP fluorescence polarization, RGS4-accelerated GTP hydrolysis | Potency, µM (titrated, usually from 114 µM), inactives show at the highest dose activity change, negative = inhibition, actives largely listed as inhibitors | 390,000 compounds, 0.039% hits; note: % is set by controls: 0 for no effect and ±100 for the full control effect; nearly all actives have a fitted effect of over 75% in size; some results filed as inactive show a strong effect at the top dose
# Target sequence (P49798 whole entry, looked up): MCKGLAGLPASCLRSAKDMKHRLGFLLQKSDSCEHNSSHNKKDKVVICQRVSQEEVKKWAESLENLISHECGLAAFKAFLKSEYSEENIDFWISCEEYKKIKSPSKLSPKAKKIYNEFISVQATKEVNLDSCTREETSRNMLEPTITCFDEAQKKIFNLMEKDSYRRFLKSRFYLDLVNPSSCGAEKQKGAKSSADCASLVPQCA
#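 MLSMR compounds (23 nl, pin-transferred) preincubated 10 min at room temperature with a 500nM (2x) first reagent, then RGS4 at 900nM (2x) plus Transcreener GDP mix added; fluorescence polarization (620/688 nm) read before and after 90 min at 30 °C.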
# ALOX12 inh: blocks human arachidonate 12S-lipoxygenase | 580,000 compounds, 1.1% hits | AID 1671190 | P18054 | Potency, µM (titrated, usually from 108 µM), without a hit: top-dose activity change, negative = inhibition, usual class: inhibitors | purified 12hLO, xylenol orange hydroperoxide absorbance; note: % is set by controls: 0 for no effect and ±100 for the full control effect
#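 Purified human 12hLO at 150 nM in 25 mM Hepes, 0.01% Triton X-100, pH 7.0, preincubated 15 min at room temperature with compound. Reaction started with 40 uM arachidonic acid, 30 min at room temperature. Hydroperoxide measured by Fe-xylenol orange, 573/405 nm absorbance ratio.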
# RXFP1 agonist: RXFP1 (human) receptor agonism; 370,000 compounds, 0.3% hits; HEK293T-RXFP1 cAMP TR-FRET, 30 min; response scale: percent of porcine relaxin response, buffer zero; Q9HBX9; Potency, µM (highest dose often 57.5 µM), without a hit: at the highest dose activation, hits mostly activators; AID 2676; note: % is set by controls: 0 for no effect and ±100 for the full control effect; nearly all actives have a fitted effect of over 60% in size; many of its hits are not listed in these tables
# Target sequence (Q9HBX9 whole entry, looked up): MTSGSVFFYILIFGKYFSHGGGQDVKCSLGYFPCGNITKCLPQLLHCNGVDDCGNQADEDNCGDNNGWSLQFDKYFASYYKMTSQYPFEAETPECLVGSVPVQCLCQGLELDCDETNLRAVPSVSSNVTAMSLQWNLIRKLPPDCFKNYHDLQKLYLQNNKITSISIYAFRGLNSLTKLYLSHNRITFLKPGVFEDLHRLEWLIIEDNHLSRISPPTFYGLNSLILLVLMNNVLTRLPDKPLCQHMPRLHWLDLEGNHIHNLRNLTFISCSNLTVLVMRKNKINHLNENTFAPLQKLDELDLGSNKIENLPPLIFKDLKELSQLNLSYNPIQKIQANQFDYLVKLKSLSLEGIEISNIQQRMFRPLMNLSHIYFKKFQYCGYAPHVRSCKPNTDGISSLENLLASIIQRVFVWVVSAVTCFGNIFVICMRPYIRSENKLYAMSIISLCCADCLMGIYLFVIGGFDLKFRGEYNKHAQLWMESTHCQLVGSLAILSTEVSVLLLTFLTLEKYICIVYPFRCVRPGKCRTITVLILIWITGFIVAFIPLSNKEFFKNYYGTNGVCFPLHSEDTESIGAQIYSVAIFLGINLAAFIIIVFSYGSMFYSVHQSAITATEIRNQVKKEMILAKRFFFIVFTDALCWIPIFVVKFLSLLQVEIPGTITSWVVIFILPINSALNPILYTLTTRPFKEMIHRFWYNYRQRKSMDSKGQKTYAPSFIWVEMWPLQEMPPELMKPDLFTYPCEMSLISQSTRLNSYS
#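 cAMP rise read by TR-FRET after 30 min, 37C compound exposure (up to 58 uM) in RXFP1-transfected HEK293 cells with Ro 20174 present. EC50 from Hill-equation fits, with 29 nM porcine relaxin as 100% and buffer as basal.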
# TrxR1 inh: rat TrxR1 inhibition. O89049. Potency, µM (series often up to 114 µM), for the others: top-dose activity change, negative = inhibition, hits mostly inhibitors. 390,000 compounds, 1% hits. recombinant rTrxR1, NADPH fluorescence consumption, selenite substrate; note: % is set by controls: 0 for no effect and ±100 for the full control effect; nearly all actives have a fitted effect of over 65% in size
#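 Rat TrxR1 (90 nM in the dispensed reagent) was pre-reduced with 400 uM NADPH for 5 min at room temperature, then incubated with compound for 15 min. After 400 uM selenite was added, NADPH fluorescence (Ex 340/Em 450 nm) was followed for 8 min.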
# mIDH1 inhibitor: blocks human mutant IDH1 R132H enzyme. 390,000 compounds, 0.093% hits. IDH1-R132H enzyme, NADPH consumption, diaphorase/resazurin fluorescence. Potency, µM (top dose mostly 76.6 µM), for inactives: at the top dose activity change, negative = inhibition, hits mostly inhibitors; note: % is set by controls: 0 for no effect and ±100 for the full control effect; nearly all actives have a fitted effect of over 65% in size
#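 IDH1-R132H (0.5 ug/mL dispensed) in pH 7.5 Tris buffer was preincubated 30 min with compound, then given a substrate mix of 0.016 mM NADPH and 2 mM alpha-KG for 80 min at room temperature; remaining NADPH was read by diaphorase/resazurin fluorescence.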
# Active calls of the source: *; ? = inconclusive; . = no result given; & = joins results of further samples; [ ] = dose if it differs, or a comment. Calls come from the whole dose curve; as a rule, active = well fitted curve in the direction sought with a large enough effect; inconclusive = small, poorly fitted or top-dose-only effect, or another doubt; inactive = no such curve, though single readings can be large; an effect the other way counts as inactive or inconclusive. Potency is the fitted concentration of half-maximal effect. Only part of the results is shown (hit frequency here may not be typical).
entry	structure	USP1-UAF1 inh	mIDH1 inhibitor	Vif-A3G inh	ALOX12 inh	Vif-APOBEC3F blk
1	CCOc1ccc(NC(=O)C2C3c4ccccc4C(c4ccccc43)C2C(=O)O)cc1 (stereo unspecified)	-21%	11%	-5%	-9%	0%
2	CCCC12CN3CCN(C1)CC(CCC)(C3)C2=O	4%	1%	-4%	3%	-9%
3	COCOC1CCC2C3CCC4=CC(=O)CCC4=C3C=CC12C (stereo unspecified)	-19%	11%	-5%	25µM*	5%
4	C=CCn1c(O)c(N=Nc2c(C)n(C)n(-c3ccccc3)c2=O)c(=O)[nH]c1=S	-26%	-2%	-13%	?	2%
5	COc1ccc(-n2c(Cc3ccccc3)nc3ccccc3c2=O)cc1	-19%	1%	-1%	6%	-6%
6	Cn1cnc2cc(NC(=O)c3ccc(Cl)cc3)ccc21	-3%	11%	-1%	?	-2%
7	CCOc1nc(NC(C)C)nc(N2CC3CC(C2)c2cccc(=O)n2C3)n1 (stereo unspecified)	-20%	-4%	1%	-3%	-7%
8	CCCCCn1cc(C(=O)C(=O)N2CCOCC2)c2ccccc21	-24%	0%	-9%	?	-3%
9	CCN(CC)CCCOC(=O)C(OC)(c1ccccc1)c1ccccc1	5%	2%	0%	3%[57.4 µM]	-6%
10	COC(=O)CC1(Cc2ccccc2)C(=O)NC(=O)NC1=O	-10%	1%	-2%	17%	2%
11	CCC(=NCc1ccco1)c1c(O)n(-c2ccc(OC)cc2)c(=O)[nH]c1=O	-5%	9%	-1%	-8%	3%
12	CCC12CN3CC(CC)(CN(C1)C3c1ccccn1)C2=O (stereo unspecified)	?	9%	-3%	70%&3%[activator]	-2%
13	CN(C)C(=O)Oc1ccc2c(c1)O/C(=C\c1cccc(Cl)c1)C2=O	-18%	-2%	1%	0%	16%
14	O=C(COC(=O)c1cccc(O)c1)Nc1ccc(Cl)cc1C(=O)c1ccccc1	-27%	-9%	-7%	?	-23%
15	CC(C)(C)C(=O)O[C@H]1CC[C@@]2(C)C(=CC(=O)C3C2CC[C@]2(C)C(=O)[C@@H](F)CC32)C1 (stereo partly specified)	-22%	2%	7%	7%	0%

entry	RXFP1 agonist	TrxR1 substrate	RGS4 inh	TrxR1 inh
1	2.6%	-1%	-8%	2%
2	-1.8%	-4%	12%	3%
3	.	3%	-32%	40µM*
4	0.9%	-15%	-29%	-11%
5	0.2%	4%	23%	16%
6	-2.5%	6%	-19%	19%
7	1.8%	4%	?	21%
8	0.7%	3%	22%	15%
9	-0.2%	11%	-6%	33%
10	1.8%	-7%	2%	-6%
11	-1.1%	17%[57.1 µM]	12%	13%[57.1 µM]
12	-0.4%	5%	14%	19%
13	3.3%	2%	-9%[56.9 µM]	9%
14	1.0%	2%	-16%	22%
15	.	5%[57.1 µM]	5%	4%[57.1 µM]

# Structural class, the entries above with a Cl atom
entry	structure	USP1-UAF1 inh	mIDH1 inhibitor	Vif-A3G inh	ALOX12 inh	Vif-APOBEC3F blk
6	Cn1cnc2cc(NC(=O)c3ccc(Cl)cc3)ccc21	-3%	11%	-1%	?	-2%
13	CN(C)C(=O)Oc1ccc2c(c1)O/C(=C\c1cccc(Cl)c1)C2=O	-18%	-2%	1%	0%	16%
14	O=C(COC(=O)c1cccc(O)c1)Nc1ccc(Cl)cc1C(=O)c1ccccc1	-27%	-9%	-7%	?	-23%

entry	RXFP1 agonist	TrxR1 substrate	RGS4 inh	TrxR1 inh
6	-2.5%	6%	-19%	19%
13	3.3%	2%	-9%[56.9 µM]	9%
14	1.0%	2%	-16%	22%

# (cont.)
entry	structure	USP1-UAF1 inh	mIDH1 inhibitor	Vif-A3G inh	ALOX12 inh	Vif-APOBEC3F blk
16	O=[N+]([O-])c1ccc(NC2CCN(Cc3ccccc3)CC2)c2ccncc12	-23%	7%	-1%	2%	-8%
17	C[C@@H]1CN([C@@H](C)CO)C(=O)CCCn2nncc2CO[C@@H]1CN(C)C(=O)Oc1ccc2ccccc2c1	-28%	2%	-1%	10%	-9%
18	O=c1[nH]c(=S)n(CCC2=CCCCC2)c(O)c1/C=N/Nc1ccccc1	-21%	-8%	-6%	35µM*	2%
19	Nc1ccc(Br)cc1C(=O)c1ccccc1	-22%	0%	-27%	?	?
20	CCC(=O)Nc1cc(C(=O)N2CCC3(CC2)OCCO3)ccc1S(=O)(=O)c1ccc(C)cc1	9%	1%	-2%	0%	.
21	CC(=O)C1C(N2CC2)CC2C3CC=C4CC(O)CCC4(C)C3CCC21C (stereo unspecified)	6%	4%	-1%	3%	?
22	O=C(CCc1nnc2ccc(NCc3ccccc3Cl)nn12)N1CCC2(CC1)OCCO2	-10%	-15%	-11%	-9%	-7%
23	CC(C)CCNC(=O)c1cc(C(=O)c2cc(Br)ccc2O)cn(CCC(C)C)c1=O	-13%	-5%	-25%	13%	-16%
24	C#CCOC(=O)C1=CCCN(C)C1	13%	3%	-3%	4%&9%&28%	1%
25	Cc1ccc(OP(=O)(O)Oc2ccc(C)cc2)cc1	-16%	1%	0%	0%	-20%
26	CC(=O)NC1CC2CCC(C1)N2 (stereo unspecified)	-5%	8%	1%	0%	-1%
27	Oc1ccc(Br)cc1CN1CCN(c2ccccc2)CC1	-14%	4%	2%	0%	-13%
28	CC1=CC(O)C(O)C2(C)C1CC1OC(=O)CC3C(C)C(O)C(=O)C2C13CO (stereo unspecified)	-6%	0%	0%	.	-21%
29	COc1ccc(C(=O)C2CCCN(Cc3ccon3)C2)cc1OC (stereo unspecified)	-10%	-5%	-11%	-12%	-8%
30	COc1ccc(-n2c(-c3ccc(C)cc3)nc3ccccc3c2=O)cc1	-8%	4%	0%	131%[activator]	7%

entry	RXFP1 agonist	TrxR1 substrate	RGS4 inh	TrxR1 inh
16	-4.2%	-2%	11%	13%
17	.	.	.	.
18	-1.2%	-1%	?	-19%
19	1.2%	3%	-4%	11%
20	0.2%	7%	40%	29%
21	.	15%[57.1 µM]	-3%	3%[2.29 µM]
22	19%	-6%	7%[56.9 µM]	8%
23	8.7%	-8%[57.1 µM]	20%	-4%[57.1 µM]
24	1.6%	4%[57.1 µM]	3%[56.9 µM]	8%[57.1 µM]
25	.	-10%	-12%	-7%
26	1.3%	-9%	4%	-28%
27	1.2%	9%[57.1 µM]	24%	22%[57.1 µM]
28	.	-15%	16%	-20%
29	-1.4%	4%	25%	23%
30	0.9%	-5%	-11%	3%[57.1 µM]

# The list continues.
entry	structure	USP1-UAF1 inh	mIDH1 inhibitor	Vif-A3G inh	ALOX12 inh	Vif-APOBEC3F blk
31	CNC(=O)COC(=O)c1ccc(-c2nc3ccccc3s2)s1	-8%	1%	0%	-11%	-4%
32	CN(C)c1ccc(C2C3C=CC(C3)C2(C#N)C(=O)O)c(Br)c1 (stereo unspecified)	-5%	0%	0%	15%	6%
33	OC1(c2cccnc2)CC2CCC(C1)N2Cc1nnnn1Cc1ccccc1 (stereo unspecified)	-8%	1%	1%	-23%	6%
34	COc1ccc(-n2c(CNCCc3ccc(C)cc3)nc3ccccc3c2=O)cc1	-20%	8%	-5%	?	0%
35	O=C1NC(=O)C2(Cc3ccccc3N3CCCC32)C(=O)N1c1cccc(Cl)c1 (stereo unspecified)	-27%	-2%	-5%	?	3%
36	C#CCN1C(=O)C2(C(C#N)=C(N)OC(C)=C2C(=O)OCc2ccccc2)c2ccccc21 (stereo unspecified)	0%	5%	6%	-5%	2%
37	Cc1ccc(/C=C2/Sc3ccc(C(=O)N4CCC5(CC4)OCCO5)cc3NC2=O)cc1	-10%	-1%	0%	2%	?
38	CSc1ncc(/C=C2/C(=O)NC(=O)N(c3ccc(C(C)C)cc3)C2=O)cn1	-19%	0%	0%	?	-9%
39	O=C(COc1ccccc1)N1CCN(CC2CC=CCC2)CC1 (stereo unspecified)	-15%	16%	3%	0.63µM*	-23%
40	CN1CC(C(=O)c2cccs2)C(c2ccc(Cl)cc2)C1 (stereo unspecified)	-4%	-14%	0%	0%	-19%
41	O=S(=O)(c1ccc(Cl)cc1)N1CN2CCN(C2)C1	-15%	1%	3%	29%	.
42	CCC(C)n1c(O)c(/C=N/NC(=O)c2ccncc2)c(=O)[nH]c1=S (stereo unspecified)	-12%	4%	-2%	-18%	-13%

entry	RXFP1 agonist	TrxR1 substrate	RGS4 inh	TrxR1 inh
31	-2.7%	38%[activator]	3%	-6%
32	-0.5%	13%[0.0914 µM]	14%	2%[57.1 µM]
33	0.9%	5%[11.4 µM]	-16%	-1%[11.4 µM]
34	-0.9%	7%[57.1 µM]	-7%	7%[57.1 µM]
35	1.5%	-3%	-22%	-20%
36	0.4%	-19%	10%	3%
37	1.2%	2%	-18%	-11%
38	-1.9%	0%	?	10µM*
39	0.9%	7%[57.1 µM]	3%	13%[57.1 µM]
40	0.0%	-13%	-11%	-26%
41	0.5%	-6%	14%	-8%
42	4.0%	-15%	3%	?

# High-throughput results as filed in PubChem.
